H9c2 TAG inh: reduces triacylglycerol accumulation in H9c2 cells; actives 0.66% (n = 230,000); Nile Red lipid (TAG) fluorescence; cells loaded with 200 µM oleic acid; AID 651582; inhibition, % at 12.5 µM;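 active = pattern-corrected inhibition of lipid staining of at least 50% with the nuclear-stain viability signal not falling by more than 50%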;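 also: 0% = DMSO wells and 100% = triacsin C control wells; some results filed as inactive read as strong as hits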
H9c2 TAG inh DAPI viability: second read-out of H9c2 TAG inh, no call of its own (marks repeat the call); DAPI nuclei signal change (viability), lower = more cytotoxic, %;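 whole-well DAPI fluorescence read on a plate reader as a viability signal; minus 50 percent equals half of cells still viable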
* marks the source's active call; other numbers are inactive results. Some of the compounds tested. The share of hits here may be higher or lower than overall.

Values run as follows: H9c2 TAG inh DAPI viability | H9c2 TAG inh
CCN(CC(=O)NC1CCS(=O)(=O)C1)c1ccc([N+](=O)[O-])cc1C#N (stereo unspecified)
→ -1 | 27
COc1cccc(N2CCN(C(=O)CCSCc3ccccc3F)CC2)c1
→ -5 | 4
COc1cccc(-c2nc(CS(=O)CC(=O)NCc3ccc4c(c3)OCO4)c(C)o2)c1 (stereo unspecified)
→ -4 | -4
C=CCN1N=C(/C=C/c2ccc(C)cc2)CCC1=O
→ 1 | -4
CCOc1ccc(N(C)S(=O)(=O)c2ccc(C)c(C(=O)N3CCN(Cc4ccc5c(c4)OCO5)CC3)c2)cc1
→ 8 | -4
CCC1(C)Cc2ccccc2-c2nc(NCCO)n(-c3ccc(C)cc3)c(=O)c21 (stereo unspecified)
→ 28 | -3
COc1ccc(CCNC(=S)N2CCN(S(=O)(=O)c3ccccc3F)CC2)cc1
→ 3 | -3
C=CCn1c(SCC(=O)N(C)CC(=O)Nc2ccc(C)cc2)nnc1-c1ccncc1
→ 1 | -3
O=C(Nc1ccccc1)C1CCCN(C(=O)c2ccc(Cl)cc2)C1 (stereo unspecified)
→ -6 | -7
CCN(CC(=O)NCc1cccs1)C(=O)c1cccc(S(=O)(=O)Nc2ccccc2Cl)c1
→ 4 | 6
COc1ccc(NC(=O)c2cc(C3CC3)on2)c(OC)c1
→ -4 | -3
c1coc(CNc2nc3sc4c(c3c3ncnn23)CCCC4)c1
→ 9 | -30
CN1N=C(N)c2cn(C3OC(COP(=O)(O)O)C(O)C3O)c3ncnc1c23 (stereo unspecified)
→ -35* | 52*
CCn1c(SCC(=O)NCC2CCCO2)nc2ccccc21 (stereo unspecified)
→ 7 | 11
CCCn1c(=N)n(CC(=O)c2ccc(OCC(=O)OC)cc2)c2ccccc21
→ 2 | 8

In the list so far, these contain four or more nitrogen atoms:
Values run as follows: H9c2 TAG inh DAPI viability | H9c2 TAG inh
CCN(CC(=O)NC1CCS(=O)(=O)C1)c1ccc([N+](=O)[O-])cc1C#N (stereo unspecified)
→ -1 | 27
C=CCn1c(SCC(=O)N(C)CC(=O)Nc2ccc(C)cc2)nnc1-c1ccncc1
→ 1 | -3
c1coc(CNc2nc3sc4c(c3c3ncnn23)CCCC4)c1
→ 9 | -30
CN1N=C(N)c2cn(C3OC(COP(=O)(O)O)C(O)C3O)c3ncnc1c23 (stereo unspecified)
→ -35* | 52*

Next section:
Values run as follows: H9c2 TAG inh DAPI viability | H9c2 TAG inh
O=C(NCc1ccccc1)c1cc(C2CCCCN2C(=O)CCc2ccccc2)on1 (stereo unspecified)
→ -1 | 12
OC(COCC1CC=CCC1)Cn1cnc2ccccc21 (stereo unspecified)
→ 16 | -23
COc1cc(OCc2ccc(C)cc2)ccc1CNC[C@H]1O[C@@H](n2cnc(C(N)=O)n2)[C@H](O)[C@@H]1O
→ 15 | -3
CC#CCN1c2ccccc2[C@]23C[C@@H](C(=O)OC)N(C(=O)OCC)C2=NC(C(=O)OC)=C(C(=O)OC)[C@H]13
→ 0 | 10
COc1cccc(Cn2nnc(C(=O)NCc3ccccc3Cl)c2N)c1
→ -5 | -1
S=c1[nH]nc(CCc2ccccc2)n1-c1ccc(Cl)cc1
→ 0 | -6
Cn1cc(-c2csc(C(C)(O)c3cccnc3)n2)cn1 (stereo unspecified)
→ -6 | 1
CC(=O)N1CSCC1C(=O)O (stereo unspecified)
→ -1 | 6
CC1(C(=O)Nc2cccc(S(=O)(=O)N3CCOCC3)c2)Cc2ccccc2C(=O)O1 (stereo unspecified)
→ 0 | 7
COc1ccc2nc(C)cc(SCC(=O)N3CCCCC3)c2c1
→ 4 | -1
O=C(/C=C/c1ccccc1)NC(=S)NNS(=O)(=O)c1ccccc1
→ 3 | -9
COc1ccc(CCN=C(N)NS(=O)(=O)c2ccc(F)cc2)cc1OC
→ 5 | -9
CC1(C)CC(=O)C2=C(C1)Nc1ccccc1NC2c1cccnc1 (stereo unspecified)
→ -5 | -24
CCCn1c(NCc2cccc(OC)c2O)nc2ccccc21
→ 4 | -24
CC(CC(=O)Nc1ccc2c(c1)OCO2)c1ccccc1 (stereo unspecified)
→ -4 | -4

Copied from the entries so far for reference:
Values run as follows: H9c2 TAG inh DAPI viability | H9c2 TAG inh
CC1(C(=O)Nc2cccc(S(=O)(=O)N3CCOCC3)c2)Cc2ccccc2C(=O)O1 (stereo unspecified)
→ 0 | 7
COc1ccc2nc(C)cc(SCC(=O)N3CCCCC3)c2c1
→ 4 | -1
O=C(/C=C/c1ccccc1)NC(=S)NNS(=O)(=O)c1ccccc1
→ 3 | -9
COc1ccc(CCN=C(N)NS(=O)(=O)c2ccc(F)cc2)cc1OC
→ 5 | -9
CC1(C)CC(=O)C2=C(C1)Nc1ccccc1NC2c1cccnc1 (stereo unspecified)
→ -5 | -24
CCCn1c(NCc2cccc(OC)c2O)nc2ccccc21
→ 4 | -24
CC(CC(=O)Nc1ccc2c(c1)OCO2)c1ccccc1 (stereo unspecified)
→ -4 | -4

Carrying on.
Values run as follows: H9c2 TAG inh DAPI viability | H9c2 TAG inh
COc1ccc(C(CNC(=O)c2cc(SC)ccc2Cl)N(C)C)cc1 (stereo unspecified)
→ 17 | -21
CCC1CCc2c(c3ccccc3[nH]c2=O)O1 (stereo unspecified)
→ -6 | 10
COCCNc1nc(-c2cc(-c3ccccc3)on2)cc(C(C)C)n1
→ 10 | 2
COc1ccc(CN2CCN(Cc3nc4ccccc4s3)CC2CCO)c(C)c1C (stereo unspecified)
→ 27 | -12
CCC1(CC)NC(=O)N(CC(=O)OCC(=O)Nc2cc(C)ccc2C)C1=O
→ 2 | 2
Cc1cccc(NC(=O)c2ccc3nc(N4CCOCC4)sc3c2)c1C
→ -4 | -27
O=C(CN1C(=O)c2ccccc2S1(=O)=O)Nc1ccccn1
→ -9 | 1
Cc1ccc(S(=O)(=O)N(C)CC(=O)O/N=C(\N)c2cccc([N+](=O)[O-])c2)cc1
→ 7 | -31
CC(C)C1N(c2ccccc2)C(N)=C(C#N)C1(C#N)C#N (stereo unspecified)
→ -2 | -51
O=C(c1cccc(S(=O)(=O)N2CCN(c3ccc(F)cc3)CC2)c1)N1CCCCCCC1
→ 4 | -12
CCN(C(=O)CSc1nccn1C)c1cccc2ccccc12
→ 5 | -5
Cc1[nH]c2ccccc2c1/C=N/NC(=O)CNC(=O)c1ccco1
→ -5 | 13
CC(C(=O)Nc1ccccc1Sc1ccccc1)N(c1ccccc1)S(C)(=O)=O (stereo unspecified)
→ -15 | 17
COc1ccc(C2CC(=O)Oc3c(C(CCN4CCCC(C)C4)c4ccc(N(C)C)cc4)c(OC)cc(OC)c32)cc1 (stereo unspecified)
→ 5 | 11
Cc1ccc(C(=O)Nc2ccccc2N2CCN(C(=O)C(C)C)CC2)cc1C
→ -6 | 9
C#CCN(C)CCCOc1ccc(Cl)cc1Cl
→ 1 | -1
CC(C)CC(=O)NC(=S)Nc1ccc(CN2CCOCC2)cc1
→ 4 | -6
CCCCOC(=O)c1ccc(NC(=O)COC(=O)C2CSC3(C)CCC(=O)N23)cc1 (stereo unspecified)
→ -8 | -2
CN(C(=O)COC(=O)c1cc(S(=O)(=O)N(C)C)ccc1Cl)C1CCS(=O)(=O)C1 (stereo unspecified)
→ -2 | -11
CCNC(=S)N(Cc1ccc(OC)cc1)C1CC(=O)N(c2ccc(OCC)cc2)C1=O (stereo unspecified)
→ -5 | 10
O=Cc1ccccc1OCc1nnsc1Cl
→ -5 | -10
Fc1ccc(Oc2cc(N3CCOCC3)nc(-c3ccccc3)n2)c(F)c1
→ 8 | -5
Cc1cc(C)cc(OCC(=O)Nc2nc(-c3ccccn3)cs2)c1
→ 1 | 2
CCCCOC(=O)Nc1ccc(C(C)C)cc1
→ -4 | 8
COc1cccc(N(CC(=O)NC2CCCCCC2)S(=O)(=O)c2ccccc2)c1
→ -5 | -7
NC(=O)c1coc(-c2ccccc2)n1
→ -5 | 0
COCCOC(=O)C1=C(C)OC(N)=C(C#N)C1c1ccco1 (stereo unspecified)
→ -3 | -3
Cc1noc(C)c1CSc1nc2ccccc2n1C
→ -4 | 17
COc1ccc(/C(O)=C2/C(=O)C(=O)N(CCCC(=O)O)C2c2ccc(OC)c(OC)c2)cc1 (stereo unspecified)
→ -3 | 0
Cc1nn(C2CCS(=O)(=O)C2)c(C)c1CN(C)C(=O)c1ccc(F)cc1 (stereo unspecified)
→ -10 | 8
COc1ccc(CNC(=O)COC(=O)C2(C)CC2(Cl)Cl)cc1 (stereo unspecified)
→ 9 | 16
Cc1cccc(NC(=O)CCN2CCC(C)CC2)c1
→ 1 | 3
CCCC(=O)NC(c1ccccc1)c1c(O)ccc2ccccc12 (stereo unspecified)
→ 4 | -35
O=S1(=O)CCOCCCN1Cc1ccccc1Br
→ 0 | -1
COc1ccc(-c2noc3c2-c2nc(-c4ccc(Br)cc4)sc2CC3)cc1
→ 10 | 7
CC(C)N1CCN(Cc2cccc(-n3cccn3)c2)CC1CCO (stereo unspecified)
→ 6 | -29
Cn1nc(C(=O)Nc2ccc3c(c2)OCCO3)cc1C(=O)O
→ 10 | -4
Cc1cc(C)c(C(=O)COC(=O)C2CCN(c3ccc(C(F)(F)F)cn3)CC2)cc1C
→ -4 | -11
O=C(CSC1=NNC(c2ccccn2)S1)Nc1ccc(C(F)(F)F)cc1 (stereo unspecified)
→ -21 | 32
O=C(NCC1CC1)C1Cc2c(-c3ccc4c(c3)OCO4)ccnc2O1 (stereo unspecified)
→ -2 | -4
O=C(CSc1ccc(-c2ccco2)nn1)Nc1cccc(F)c1
→ 6 | 1
Cc1ccc(S(=O)(=O)Nc2c(O)ccc3ccccc23)cc1
→ 1 | 2
O=c1cc(-c2ccc(O)c(O)c2)oc2c(C3O[C@H](CO)[C@@H](O)[C@H](O)[C@H]3O)c(O)cc(O)c12 (stereo partly specified)
→ 3 | 6
Cc1cccc(C)c1NC(=O)C(NC=O)c1ccc(N(C)C)cc1 (stereo unspecified)
→ 2 | -1
COc1cc(C)c(CN2CCC(Oc3ccc(C(=O)N4CCCC4)cc3)CC2)cc1C
→ 10 | 4
Cc1ccc(/C=N\NC(=O)Cn2c(C)nc3ccccc32)o1
→ -13 | 2
CCN(CC)S(=O)(=O)c1ccc(C(C)NCC(=O)Nc2ccccc2C(=O)NC2CC2)cc1 (stereo unspecified)
→ -4 | -4
Cc1cc(C)cc(OCC(=O)Nc2ccc(N3CCOCC3)cc2N2CCOCC2)c1
→ 1 | -12
COc1cccc(NC(=O)Nc2ccc3c(c2)OCO3)c1
→ 3 | -16
NNc1nc2sc3c(c2c(=O)n1-c1ccccc1)CCCC3
→ -30 | 45
CN(CCc1ccccn1)C(=S)NC(=O)c1ccco1
→ 6 | -1
COc1ccc(CN(Cc2cc3cccc(C)c3n3nnnc23)C(=O)N2CCOCC2)cc1
→ -2 | -18
O=C(NNC(=S)Nc1ccc(F)c(Cl)c1)c1ccccc1Br
→ -9 | 1
O=C1[C@@H]2Cc3ccccc3CN2C(=O)N1c1cccc(F)c1
→ 7 | -13
O=[N+]([O-])c1ccn(-c2nc(-c3ccccc3)cc(C(F)(F)F)n2)n1
→ 12 | -5
CCOC(=O)c1nn(-c2ccccc2)c(=O)c2c(N)scc12
→ -4 | 13
COc1ccc(C2C(C(=O)Nc3cccnc3)=C(C)Nc3nc(-c4cccs4)nn32)cc1OC (stereo unspecified)
→ -15 | -4
CCN(CC)C(=O)CSc1nc2c(sc(=S)n2-c2ccccc2)c(=O)[nH]1
→ 6 | 5
Cn1nc(C(C)(C)C)cc1C(=O)O
→ -3 | 10
O=C(Cn1cnc2c(nnn2Cc2ccccc2)c1=O)c1ccc(Cl)cc1
→ 0 | -1

Other compounds
Values run as follows: H9c2 TAG inh DAPI viability | H9c2 TAG inh
Cc1cc(C(=O)COc2cccnc2[N+](=O)[O-])c(C)n1-c1ccccc1F
→ -7 | -5
CCCCn1c(N)c(N(CCOC)C(=O)CSCC(=O)Nc2cccc(C)c2)c(=O)[nH]c1=O
→ 3 | 12
CCOC(=O)N1CCN(C(=O)C2CCN(CC3CCCCC3)CC2)CC1
→ -4 | 9
C=CCOc1c2ccc(C(=O)N(CC)c3ccc(OC)cc3)cc2nn1C
→ 3 | -7
